TDP1 block: blocks human tyrosyl-DNA phosphodiesterase 1. Q9NUW8. recombinant TDP1, AlphaScreen DNA substrate cleavage. Potency, µM (top dose mostly 130 µM), for inactives: at the highest dose activity change, negative = inhibition, hits mostly inhibitors. 350,000 tested, 0.28% active. AID 485290; also: nearly all actives have a fitted effect of over 40% in size
Target sequence (Q9NUW8 whole entry, looked up): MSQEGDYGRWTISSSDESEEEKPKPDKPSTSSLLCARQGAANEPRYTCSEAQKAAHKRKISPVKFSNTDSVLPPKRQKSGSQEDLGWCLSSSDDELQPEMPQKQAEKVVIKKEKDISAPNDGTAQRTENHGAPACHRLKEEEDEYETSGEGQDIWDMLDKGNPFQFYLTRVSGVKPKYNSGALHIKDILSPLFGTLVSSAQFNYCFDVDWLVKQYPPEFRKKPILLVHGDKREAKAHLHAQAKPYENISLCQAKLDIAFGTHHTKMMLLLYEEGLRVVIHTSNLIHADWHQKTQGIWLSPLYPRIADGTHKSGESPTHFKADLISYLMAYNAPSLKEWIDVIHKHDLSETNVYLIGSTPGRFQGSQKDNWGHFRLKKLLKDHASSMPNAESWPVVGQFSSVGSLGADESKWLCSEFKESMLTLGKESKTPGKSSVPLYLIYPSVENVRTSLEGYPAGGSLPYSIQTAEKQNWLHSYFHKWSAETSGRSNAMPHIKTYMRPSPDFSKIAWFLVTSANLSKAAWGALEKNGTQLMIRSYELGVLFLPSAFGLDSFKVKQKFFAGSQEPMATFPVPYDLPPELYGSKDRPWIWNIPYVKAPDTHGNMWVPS
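Tdp1 1 nM final; 15 min RT w/ cpd; substrate 15 nM, 5 min; beads 10 ug/ml, 10 min; AlphaScreen read. Neg ctrl: no enzyme.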
DT40 TDP1 CPT: growth inhibition of DT40 Tdp1-/-;hTDP1 cells with camptothecin (screen for TDP1 inhibitors). chicken DT40 Tdp1-/-;hTDP1 cells + 20 nM CPT, ATP luminescence, 48 h. Potency, µM (doses to about 46.2 µM), inactives show top-dose activity change, negative = growth inhibition, actives largely listed as inhibitors. 420,000 tested, 12% active. AID 686979; also: nearly all actives have a fitted effect of over 55% in size
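Chicken DT40 Tdp1-/- cells stably complemented with human TDP1 were seeded at 400 cells/well in medium containing 20 nM camptothecin, exposed to pin-transferred compounds, and grown at 37 °C for at least 48 hr. Viability was read as ATP luminescence.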
TDP1 cell noCPT: qHTS for Inhibitors of human tyrosyl-DNA phosphodiesterase 1 (TDP1): qHTS in cells in absence of CPT; DT40 Tdp1-/- hTDP1 cells, no CPT, ATP luminescence, 48 h; Potency, µM (series often up to 46.2 µM), for the others: at the top dose activity change, negative = growth inhibition, most hits filed as inhibitors; 420,000 tested, 15% active; AID 686978, 2013; also: nearly all actives have a fitted effect of over 55% in size
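Chicken DT40 Tdp1-/- cells stably complemented with human TDP1 were seeded at 400 cells/well with DMSO in place of 20 nM camptothecin. After compound pinning, cells grew at least 48 hr at 37 °C; viability read by CellTiter-Glo luminescence.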
* marks the source's active call; other numbers are inactive results; [ ] = remark or other dose. Calls follow the shape of the dose curve; as a rule, active = well fitted curve in the direction sought with a large enough effect; inconclusive = small, poorly fitted or top-dose-only effect, or another doubt; inactive = no such curve, though single readings can be large; an effect the other way counts as inactive or inconclusive. % is scaled to controls: 0 for no effect and ±100 for the full control effect; potency is read from the fitted curve at half-maximal effect.

Results for COCCNc1ncnc2c1ncn2[C@H]1CN(Cc2ccc(Cl)cc2)C[C@@H](CO)O1 ?
DT40 TDP1 CPT: -30.2%; TDP1 cell noCPT: -11.5%

How did CCOc1ccc(S(=O)(=O)Nc2cccc(-c3ccc(N4CCCC4)nn3)c2)cc1 do in these assays?
TDP1 block: -0.6%; DT40 TDP1 CPT: 7.31µM*; TDP1 cell noCPT: inconclusive

What do the screens show for `CCOc1ccccc1CNC(=O)Cn1ccc2cc(S(=O)(=O)N3CCC(C)CC3)ccc21`?
TDP1 block: 2.1%; DT40 TDP1 CPT: inconclusive; TDP1 cell noCPT: 20.6µM*

What do the screens show for `Cc1cccc(C)c1OCc1cc(C(=O)NCc2ccc(Cl)s2)no1`?
TDP1 block: -0.1%; DT40 TDP1 CPT: -28.4%; TDP1 cell noCPT: -14.3%

How did CCc1nnc(NC(=O)CN2CCN(Cc3ccccc3C)CC2)s1 do in these assays?
DT40 TDP1 CPT: 9.1%; TDP1 cell noCPT: -16.2%

Results for O=C(COC(=O)c1cccc(S(=O)(=O)N2CCOCC2)c1)Nc1ccc2c(c1)OCO2 ?
TDP1 block: 0.0%; DT40 TDP1 CPT: -3.6%; TDP1 cell noCPT: -4.6%

What do the screens show for `Cc1ccc([C@@H]2C[C@H]3[C@@H](CN2S(=O)(=O)c2ccc(C)cc2)C(=O)C[C@@H](c2ccc(C)cc2)N3S(=O)(=O)c2ccc(Cl)cc2)cc1`?
DT40 TDP1 CPT: -5.6%; TDP1 cell noCPT: -17.6%

What do the screens show for `O=C(COC(=O)c1cc(Cl)ccc1O)Nc1cc(C(F)(F)F)ccc1N1CCOCC1`?
TDP1 block: -2.2%; DT40 TDP1 CPT: -18.3%; TDP1 cell noCPT: -27.7%

Results for O=C(Nc1ccc2c(c1)OCO2)c1csc([C@@H]2C[C@H](O)[C@@H](CO)O2)n1 ?
DT40 TDP1 CPT: -22.4%; TDP1 cell noCPT: -18.3%

Results for CN(Cc1ccsc1)C(=O)CCc1nnc(CCCc2ccccc2)o1 ?
TDP1 block: 4.8%; DT40 TDP1 CPT: inconclusive; TDP1 cell noCPT: inconclusive

What do the screens show for `O=C(CC12CC3CC(CC(C3)C1)C2)NCC(c1ccc(F)cc1)N1CCOCC1` (configuration not stated)?
TDP1 block: 6.0%; DT40 TDP1 CPT: 25.9µM*; TDP1 cell noCPT: inconclusive

How did CCOc1ccc2c(c1)c(=O)c(S(=O)(=O)c1ccc(CC)cc1)cn2Cc1cccc(Cl)c1 do in these assays?
TDP1 block: 9.0%; DT40 TDP1 CPT: -22.9%; TDP1 cell noCPT: -23.2%

Results for Cc1cnc(NC(=O)Cn2cnc3c2c(=O)n(C)c(=O)n3C)s1 ?
TDP1 block: -3.1%; DT40 TDP1 CPT: 7.6%; TDP1 cell noCPT: -7.8%

How did Nc1ccc2oc(-c3ccccc3Br)nc2c1 do in these assays?
TDP1 block: 1.9%; DT40 TDP1 CPT: -4.7%; TDP1 cell noCPT: -23.8%

What do the screens show for `COc1ccc(Nc2nc(-c3cccs3)cs2)cc1`?
TDP1 block: 6.2%; DT40 TDP1 CPT: 20.6µM*; TDP1 cell noCPT: 23.1µM*

How did Cc1ccc(S(=O)(=O)NCCC(=O)N2CCOCC2)cc1C do in these assays?
TDP1 block: -8.0%[0.505 µM]; DT40 TDP1 CPT: -1.2%; TDP1 cell noCPT: -2.0%

What do the screens show for `CCOc1ccc(-c2c(C(=O)N/N=C/c3ccccc3)nnn2-c2nonc2N)cc1`?
DT40 TDP1 CPT: -8.9%; TDP1 cell noCPT: -18.7%

How did Cc1ccc(CNc2nc3nc(C)c(Cl)c(C)n3n2)cc1 do in these assays?
TDP1 block: 6.1%; DT40 TDP1 CPT: -3.8%; TDP1 cell noCPT: -5.2%

Results for O=C1NC[C@H](CCCCN2C[C@H](Cc3ccccc3)N(Cc3ccccc3)C(=O)C2=O)N(CC2CCCCC2)C1=O ?
DT40 TDP1 CPT: inconclusive; TDP1 cell noCPT: inconclusive

Results for Cc1ccc(OCCNC(=O)Cn2cnc3c(=O)n(C)c(=O)n(C)c32)cc1C ?
TDP1 block: 2.6%; DT40 TDP1 CPT: -18.5%; TDP1 cell noCPT: -9.8%

Results for O=C(CN(C(=O)C1COc2ccccc2O1)c1ccccc1)NCC1CCCO1 (configuration not stated) ?
TDP1 block: -4.2%; DT40 TDP1 CPT: -17.7%; TDP1 cell noCPT: -21.8%

Results for COc1ccc(OCCSc2nc3ccccc3n2CC(=O)N2CCOCC2)cc1 ?
TDP1 block: 5.7%; DT40 TDP1 CPT: -1.3%; TDP1 cell noCPT: -2.5%

What do the screens show for `COc1ccc2nc(-c3ccccc3)[nH]c(=O)c2c1`?
DT40 TDP1 CPT: -0.3%; TDP1 cell noCPT: -10.6%

How did COc1cccc(Nc2ncc3nc(CCc4ccccc4)c(=O)n(Cc4cccs4)c3n2)c1 do in these assays?
DT40 TDP1 CPT: -5.1%; TDP1 cell noCPT: -5.0%

Results for CCOc1ccc(OC(=O)c2c(-c3ccccc3Cl)noc2C)cc1 ?
TDP1 block: -7.8%; DT40 TDP1 CPT: inconclusive; TDP1 cell noCPT: 20.6µM*

Results for COc1ccccc1/C=C/C1(C(=O)NC2CCCC2)CC(=O)N1c1ccccc1 (configuration not stated) ?
DT40 TDP1 CPT: 6.51µM*; TDP1 cell noCPT: 7.31µM*

How did O=C(NCc1ccncc1)c1cc(-c2ccc(Cl)cc2)oc1C(F)(F)F do in these assays?
TDP1 block: 1.3%; DT40 TDP1 CPT: inconclusive; TDP1 cell noCPT: 18.4µM*

How did CCN(CC)S(=O)(=O)c1ccc(C)c(NC(=O)CNc2cccc(S(=O)(=O)N3CCCC3)c2)c1 do in these assays?
TDP1 block: 0.0%; DT40 TDP1 CPT: 18.4µM*; TDP1 cell noCPT: 13µM*

How did O=C(/C=C/Nc1ccc(S(=O)(=O)Nc2ncccn2)cc1)c1ccc(Cl)c(Cl)c1 do in these assays?
TDP1 block: 4.4%; DT40 TDP1 CPT: -7.4%; TDP1 cell noCPT: inconclusive

What do the screens show for `COc1cc(C)c(C)cc1S(=O)(=O)N1CCCCC1c1cccnc1` (configuration not stated)?
TDP1 block: 4.3%; DT40 TDP1 CPT: inconclusive; TDP1 cell noCPT: -29.4%

The last 4 entries of the section above lead into the next:
How did O=C(NCc1ccncc1)c1cc(-c2ccc(Cl)cc2)oc1C(F)(F)F do in these assays?
TDP1 block: 1.3%; DT40 TDP1 CPT: inconclusive; TDP1 cell noCPT: 18.4µM*

How did CCN(CC)S(=O)(=O)c1ccc(C)c(NC(=O)CNc2cccc(S(=O)(=O)N3CCCC3)c2)c1 do in these assays?
TDP1 block: 0.0%; DT40 TDP1 CPT: 18.4µM*; TDP1 cell noCPT: 13µM*

How did O=C(/C=C/Nc1ccc(S(=O)(=O)Nc2ncccn2)cc1)c1ccc(Cl)c(Cl)c1 do in these assays?
TDP1 block: 4.4%; DT40 TDP1 CPT: -7.4%; TDP1 cell noCPT: inconclusive

What do the screens show for `COc1cc(C)c(C)cc1S(=O)(=O)N1CCCCC1c1cccnc1` (configuration not stated)?
TDP1 block: 4.3%; DT40 TDP1 CPT: inconclusive; TDP1 cell noCPT: -29.4%

What do the screens show for `COc1ccc(S(=O)(=O)N2CCCCCC2)cc1C(=O)NCc1ccccc1Cl`?
TDP1 block: -2.2%; DT40 TDP1 CPT: inconclusive; TDP1 cell noCPT: inconclusive

What do the screens show for `CC(=O)Nc1ccccc1-c1nc2ccccc2n(C(C)C(=O)Nc2cc(Cl)ccc2C)c1=O` (configuration not stated)?
TDP1 block: 5.7%; DT40 TDP1 CPT: inconclusive; TDP1 cell noCPT: 25.9µM*

What do the screens show for `COc1cc2nc(CN(CCC(C)C)Cc3nc4cc(OC)c(OC)cc4c(=O)[nH]3)[nH]c(=O)c2cc1OC`?
TDP1 block: 5.9%; DT40 TDP1 CPT: 2.3%; TDP1 cell noCPT: -8.3%

Results for COc1ccc(CC(=O)Nc2cccc(SC)c2)cc1 ?
TDP1 block: 5.3%; DT40 TDP1 CPT: inconclusive; TDP1 cell noCPT: -19.7%

Results for CCOC(=O)c1nncc(-c2ccccc2)n1 ?
TDP1 block: 1.6%; DT40 TDP1 CPT: 11.5%; TDP1 cell noCPT: 6.7%

How did CCOc1ccc(C(C)NC(=S)NC2CCCCC2)cc1OCC (configuration not stated) do in these assays?
TDP1 block: 5.0%; DT40 TDP1 CPT: inconclusive; TDP1 cell noCPT: inconclusive

Results for O=c1c2ccc(Cl)cc2[nH]c(=S)n1CCCN1CCOCC1 ?
TDP1 block: 7.0%; DT40 TDP1 CPT: inconclusive; TDP1 cell noCPT: inconclusive

How did Cc1ccc(S(=O)(=O)N2C[C@H]3[C@H]4C(=O)N(C5CCCCC5)C(=O)[C@H]4CC(=O)[C@H]3[C@@H]2c2cccc3ccccc23)cc1 do in these assays?
DT40 TDP1 CPT: -6.6%; TDP1 cell noCPT: -8.7%

What do the screens show for `Cc1cc(Cl)ccc1Nc1nc(NCc2ccco2)nc2nccnc12`?
TDP1 block: -4.1%; DT40 TDP1 CPT: inconclusive; TDP1 cell noCPT: inconclusive

What do the screens show for `CC1CCCCN1S(=O)(=O)c1ccc(C(=O)Nc2nnc(C3CC3)o2)cc1` (configuration not stated)?
TDP1 block: 6.5%; DT40 TDP1 CPT: 16.4µM*; TDP1 cell noCPT: inconclusive

Results for O=C(Nc1cccc(O)c1)c1ccccc1 ?
TDP1 block: 1.0%; DT40 TDP1 CPT: -25.4%; TDP1 cell noCPT: -3.6%

What do the screens show for `COc1ccc(NC(=O)CSc2nnc(Cn3cnc4ccccc43)o2)cc1`?
TDP1 block: 1.1%; DT40 TDP1 CPT: -18.3%; TDP1 cell noCPT: -11.3%

How did O=C(O)CC1C(=O)NCCN1Cc1cccs1 (configuration not stated) do in these assays?
TDP1 block: 1.2%; DT40 TDP1 CPT: 3.1%; TDP1 cell noCPT: 4.3%

What do the screens show for `CSc1ccc(/C=C2\C=Cc3cc([N+](=O)[O-])ccc32)cc1`?
DT40 TDP1 CPT: 11.2µM*; TDP1 cell noCPT: 15.8µM*

How did Cc1ccc(SCc2cn3cc(Cl)ccc3n2)cc1 do in these assays?
DT40 TDP1 CPT: -13.7%; TDP1 cell noCPT: -28.9%

Results for O=C(CC1C(=O)NCCN1C(=O)Nc1ccccc1)Nc1cccc(C(F)(F)F)c1 (configuration not stated) ?
TDP1 block: 7.7%; DT40 TDP1 CPT: -19.3%; TDP1 cell noCPT: -13.4%

How did O=C(C[C@@H]1NS(=O)(=O)OC2CCCCC21)c1ccccc1 (some centres not stated) do in these assays?
DT40 TDP1 CPT: -2.7%; TDP1 cell noCPT: -20.8%

How did Cc1cc(C)cc(OCC(=O)N/N=C/c2ccco2)c1 do in these assays?
TDP1 block: 2.4%; DT40 TDP1 CPT: 0.3%; TDP1 cell noCPT: -4.8%

Results for O=C(CSc1nccn1-c1ccc(F)cc1)Nc1ccc(OC(F)(F)F)cc1 ?
TDP1 block: 9.9%; DT40 TDP1 CPT: inconclusive; TDP1 cell noCPT: inconclusive

Results for Cc1ccc(NC(=O)CC(O)(C(F)(F)F)C(F)(F)F)c(Br)c1 ?
TDP1 block: 3.3%; DT40 TDP1 CPT: inconclusive; TDP1 cell noCPT: inconclusive

How did Cc1cccc(NS(=O)(=O)c2cc3c(cc2C)N(C)CCO3)c1 do in these assays?
DT40 TDP1 CPT: -20.6%; TDP1 cell noCPT: -32.4%

What do the screens show for `Cc1ccc(F)cc1NC(=O)CSc1nc(-c2cccs2)cc(C(F)(F)F)n1`?
TDP1 block: -2.1%; DT40 TDP1 CPT: inconclusive; TDP1 cell noCPT: inconclusive

What do the screens show for `COc1ccc(CCNc2ncnc3cc(OC)c(OC)cc23)cc1OC`?
TDP1 block: 5.4%; DT40 TDP1 CPT: 3.66µM*; TDP1 cell noCPT: 6.51µM*

Results for Cc1ccc(C(=O)N/C(=C/c2cccc([N+](=O)[O-])c2)C(=O)NCC2CCCO2)cc1 (configuration not stated) ?
TDP1 block: 1.2%; DT40 TDP1 CPT: -5.8%; TDP1 cell noCPT: 15.7%

What do the screens show for `CCc1nc(SCC(=O)NNC(=O)C2CCCCC2)c2ccccc2n1`?
TDP1 block: 0.0%; DT40 TDP1 CPT: -9.1%; TDP1 cell noCPT: -6.8%

In the list so far, two contain bromine:
How did Nc1ccc2oc(-c3ccccc3Br)nc2c1 do in these assays?
TDP1 block: 1.9%; DT40 TDP1 CPT: -4.7%; TDP1 cell noCPT: -23.8%

Results for Cc1ccc(NC(=O)CC(O)(C(F)(F)F)C(F)(F)F)c(Br)c1 ?
TDP1 block: 3.3%; DT40 TDP1 CPT: inconclusive; TDP1 cell noCPT: inconclusive
